Screening results deposited in PubChem by several laboratories.
procasp3 activ: activates human procaspase-3 | activation, % at 8.5 µM | hit rate 0.11% among 330,000 | AID 463141 | recombinant procaspase-3 D3A, Ac-DEVD-pNA absorbance 405 nm;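 active = activation above the mean of all tested compounds plus 3 SD, cut at about 21% in these data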;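 note: 0% = DMSO alone and 100% = DMSO wells spiked with extra 5 µM PC-3 D3A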
Target sequence (P42574 whole entry D9A/D28A/D175A): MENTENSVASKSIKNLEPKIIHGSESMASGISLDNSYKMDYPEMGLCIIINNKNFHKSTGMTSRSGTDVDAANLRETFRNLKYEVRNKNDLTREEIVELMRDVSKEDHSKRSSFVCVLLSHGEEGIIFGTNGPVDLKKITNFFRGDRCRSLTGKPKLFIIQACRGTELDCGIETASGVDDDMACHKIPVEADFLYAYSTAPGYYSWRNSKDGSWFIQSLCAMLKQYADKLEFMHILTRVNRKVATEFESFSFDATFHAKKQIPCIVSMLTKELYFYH
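Compound: 8.5 µM single point, 0.8% DMSO / Material: Autoprocessing-dead procaspase-3 D3A mutant enzyme / Timing: 1 h preincubation plus 2 h reaction at 25 °C / Medium: Zinc-free HEPES/NaCl buffer with 0.01% Triton X-100 at pH 7.4 / Technique: 405 nm absorbance of p-nitroaniline, reads at 0 and 120 min / Repeats: one well per compound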
core dimer inh: HCV core protein dimerization inhibition; AID 1899; inhibition, % at 5 µM; hit rate 0.33% among 300,000; TR-FRET GST/Flag-core106 dimerization, 1536-well;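 active = inhibition above the mean of all tested compounds plus 3 SD, set per screening campaign, cut at about 45% in these data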
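Assay system: Tagged HCV core106 pair (GST and Flag) | Buffer or medium: KF-containing HEPES buffer, pH 7.45, DTT, CHAPS, BSA | Also added: Eu donor and XL665 acceptor anti-tag antibodies | Dosing: One concentration, 5 µM, in 0.5% DMSO | Timing: 4 h at 22.5 °C | Technique: TR-FRET 671 and 617 nm emission | Repeats: Singlicate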
PP1 counter: PP1-alpha (human) inhibition in PP5 counter-screen. hit rate 0.9% among 320,000. P62136. purified PP1alpha, OMFP fluorescence. inhibition, % at 6.7 µM. AID 2235;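 active = inhibition above the mean inhibition of all tested compounds plus 3 SD, computed separately for each screening campaign, cut at about 15% in these data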
Target sequence (P62136 whole entry, looked up): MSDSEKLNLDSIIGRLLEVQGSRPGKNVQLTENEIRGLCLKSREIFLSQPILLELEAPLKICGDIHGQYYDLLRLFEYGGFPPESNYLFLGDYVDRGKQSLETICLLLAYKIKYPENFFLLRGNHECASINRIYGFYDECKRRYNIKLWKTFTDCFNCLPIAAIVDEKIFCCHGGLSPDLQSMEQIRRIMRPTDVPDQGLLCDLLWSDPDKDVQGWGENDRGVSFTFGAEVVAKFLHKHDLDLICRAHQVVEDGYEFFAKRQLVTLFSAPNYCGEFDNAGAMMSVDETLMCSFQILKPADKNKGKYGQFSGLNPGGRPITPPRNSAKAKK
Fh CTSL1 inh: counter-screen for PFM18AAP inhibitors: inhibitors of F. hepatica cathepsin L1 | recombinant F. hepatica cathepsin L1, Z-Leu-Arg-MCA fluorescence | inhibition, % at 5.96 µM | hit rate 0.49% among 300,000 | AID 1906;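 active = inhibition above the mean of all tested compounds plus 3 SD, set per screening campaign, cut at about 17% in these data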;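 note: 0% = plate median of test compound wells and 100% = 1 µM Z-Phe-Ala-diazomethylketone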
JMJD2C inh: inhibitors of human GASC-1 (JMJD2C) demethylase | GST-JMJD2C(1-420) H3K9me3 demethylation, DELFIA europium | AID 2099 | inhibition, % at 2.35 µM | hit rate 0.069% among 330,000 | Q9H3R0;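 active = more than half of a compound's replicate wells show inhibition beyond 50%, single wells judged on their own value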;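 note: signal counts dimethyl H3K9 product captured on neutravidin plate; 0% = median of DMSO wells and 100% = 0.3 times that DMSO median; strong numbers were not always called active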
PP5 inh: blocks human protein phosphatase 5 activity; hit rate 0.18% among 320,000; purified PP5c, OMFP substrate fluorescence; P53041; AID 1987; inhibition, % at 6.7 µM;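 active = inhibition above the campaign's mean inhibition across all tested compounds plus 3 SD, cut at about 9.5% in these data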;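 note: 0% = DMSO only and 100% = 100 µM cantharidin control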
Target sequence (P53041 whole entry, looked up): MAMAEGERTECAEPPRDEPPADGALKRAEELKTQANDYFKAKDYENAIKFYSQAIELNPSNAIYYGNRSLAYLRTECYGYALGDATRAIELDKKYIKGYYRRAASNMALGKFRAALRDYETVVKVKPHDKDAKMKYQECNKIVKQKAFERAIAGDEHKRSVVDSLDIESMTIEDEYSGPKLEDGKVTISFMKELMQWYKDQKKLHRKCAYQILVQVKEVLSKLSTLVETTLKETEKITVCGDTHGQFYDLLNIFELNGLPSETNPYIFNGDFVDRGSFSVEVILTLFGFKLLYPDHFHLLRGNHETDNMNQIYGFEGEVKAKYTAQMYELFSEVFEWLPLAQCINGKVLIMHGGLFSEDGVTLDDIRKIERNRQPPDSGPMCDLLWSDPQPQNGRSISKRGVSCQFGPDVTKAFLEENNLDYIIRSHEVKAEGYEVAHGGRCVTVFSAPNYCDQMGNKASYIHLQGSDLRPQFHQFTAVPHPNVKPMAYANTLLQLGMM
proCasp7 act: activates human procaspase-7, counter-screen for procaspase-3 activators | recombinant procaspase-7, Ac-DEVD-pNA absorbance 405 nm; D23A/D198A/D206A triple mutant, cannot self-cleave; scale: DMSO 0, 5 µM enzyme 100 | activation, % at 8.5 µM | hit rate 0.093% among 330,000;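 active = percent activation above the screen-wide mean plus 3 SD, cut at about 25% in these data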
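Assay system – Uncleavable procaspase-7 mutant enzyme · Quantity – 2 µM procaspase-7 mutant as dispensed · Times – 1 h preincubation, 2 h reaction · Dosing – single nominal 8.5 µM compound dose, 0.8% DMSO final · Buffer or medium – Zinc-free 50 mM HEPES buffer, pH 7.4, with NaCl and Triton X-100 · Detection – Epi-absorbance of released pNA at 405 nm, two timepoints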
VLA-4 inh: inhibition in a human VLA-4 binding assay | P13612 | hit rate 0.2% among 330,000 | AID 2557 | VLA-4 expressing cells, ligand binding flow cytometry | inhibition, % (about 7 µM as worked out from the volumes in the protocol); in the data active = inhibition above about 50%
GRK2 aptamer HTS: blocks RNA aptamer binding to human GRK2. P25098. bead flow cytometry, FAM-aptamer displacement from GRK2. inhibition of aptamer binding, % at 10 µM. hit rate 0.59% among 330,000. AID 488847;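 active = inhibition of aptamer binding above 40%, roughly 3 SD of noise, on plates passing a quality check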;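 note: median bead fluorescence of bound FAM aptamer so fluorescent compounds give negative values; no value below 0 was filed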
Starred values were filed as active, the others as inactive; / = no result given.

SMILES	procasp3 activ	core dimer inh	PP1 counter	Fh CTSL1 inh	JMJD2C inh	PP5 inh	proCasp7 act	VLA-4 inh	GRK2 aptamer HTS
CC1CCCCC12NC(=O)N(CC(=O)NCCc1ccc(F)cc1)C2=O (configuration not stated)	8	/	-5	/	/	-0.1	1	10	0
O=c1c2ccccc2c(/C=N/c2ncn[nH]2)c(O)n1Cc1ccccc1	-7	2	5	6	-1	-1.1	-2	-6	0
COCCCNC(=O)Cn1cc2c(n1)CCC(C)C2 (configuration not stated)	3	-9	-4	1	-13	1.2	9	16	1
O=C(N/N=C/C(Br)=C/c1ccccc1)c1ccccc1[N+](=O)[O-]	3	14	4	1	11	0.2	10	17	0
Cc1ccc(S(=O)(=O)Nc2ccc3c(c2)C(=O)N([C@H](C)CO)C[C@H](C)[C@@H](CN(C)C(=O)Nc2ccc4c(c2)OCO4)O3)cc1	-7	/	/	/	13	/	-12	-9	0
C=CCSc1nnc(-c2cc(C(C)(C)C)nn2Cc2ccc(F)cc2)n1C	2	-4	1	-6	4	0.7	-5	4	0
CCOc1cnc(-c2ccccc2F)o1	-4	2	-3	-1	20	-0.1	-4	3	0
C[C@H](CO)N1C[C@H](C)[C@@H](CN(C)C(=O)Nc2ccc(F)cc2)Oc2ccc(NS(C)(=O)=O)cc2C1=O	-3	/	/	/	/	/	2	-1	1
Cn1c(=O)n(Cc2ccccc2)c(=O)c2c1nc1n2CCCN1C1CCCCC1	4	4	-4	-4	6	0.4	4	4	0
CCOC(=O)C1CCCN(C(=O)c2cn(CC)c(=O)c3cc(OC)c(OC)cc23)C1 (configuration not stated)	-8	-4	2	-3	-4	1.9	13	23	2
Cc1ccc(C)n1NC(=O)c1ccccc1[N+](=O)[O-]	-7	5	-2	2	-7	-0.9	-6	1	2
CCN1C(=O)[C@H]2[C@@H](c3ccc(-c4ccc(Cl)c(Cl)c4)cc3)N[C@@](CC(C)C)(C(=O)OC)[C@H]2C1=O	-2	8	-6	-3	/	0.3	7	31	0
Cc1cc(C(=O)NCc2cccc(Cl)c2)c2ccccc2n1	-12	8	0	0	-1	1.8	4	4	5
COc1ccccc1-n1cc(C(=O)NCC(=O)N2CCN(c3ccccc3)CC2)c2ccccc2c1=O	1	2	-4	1	-26	3.2	3	-1	1
NC(=S)N/N=C/c1ccc(-c2cc(Cl)ccc2Cl)o1	-8	38	2	16	-1	-0.4	-11	-10	1
CC(C)(C)NC(=O)NC(=O)COC(=O)COc1ccc(Cl)cc1Cl	6	-5	-2	-5	-13	4.5	-2	8	1
COc1ccc(N2CC(O)(c3ccc(C)cc3)[N+]3=C2CCCC3)cc1 (configuration not stated)	4	0	-5	-3	-3	0.6	2	-6	0
CC(C)c1cc2cc3ccc(=O)oc3cc2o1	8	5	3	-3	3	0.2	20	1	1
Nc1nc2c(ncn2CCC(CO)CO)c(=O)[nH]1	2	14	1	1	-32	0.2	1	16	3
O=C(CCN1C(=O)/C(=C/c2ccccc2Cl)SC1=S)NC1=NCCS1	-15	10	-2	-3	11	1.7	-13	3	0
CC(C)N(C(=O)CSc1nnc(NC(=O)C2CCC2)s1)C(C)C	2	-2	-4	0	7	4.3	4	0	2
CC(C)c1onc(C(=O)N2CCCCC2C)c1[N+](=O)[O-] (configuration not stated)	-3	-6	0	-1	12	3.5	8	8	0
Cc1cccc(C(=O)OCC(=O)NCCNC(=O)COC(=O)c2cccc(C)c2C)c1C	0	-2	3	5	3	1.8	11	3	0
O=C(O)CCSc1nnc(CNc2ccc(Cl)cc2)n1Cc1ccccc1	-1	3	2	-4	24	2.5	-1	15	3
O=C(CSc1nncs1)N1CCN(S(=O)(=O)c2ccccc2)CC1	3	6	8	-1	-16	-2.5	0	9	0
Carrying on.
SMILES	procasp3 activ	core dimer inh	PP1 counter	Fh CTSL1 inh	JMJD2C inh	PP5 inh	proCasp7 act	VLA-4 inh	GRK2 aptamer HTS
COc1ccc(C(=O)OCC(=O)c2ccccc2)cc1S(=O)(=O)N1CCOCC1	1	0	0	-10	32	-3.1	-5	12	5
O=C(CCSCCc1ccccn1)Nc1c(F)cc(F)cc1Br	7	0	1	1	2	3.9	1	21	0
Cc1cc(=O)oc2cc(OCCCN3C(=O)c4ccccc4C3=O)ccc12	-13	0	3	1	5	-0.1	-6	0	1
CC1CCN(CCC(=O)N/N=C/c2ccc([N+](=O)[O-])cc2)CC1	-2	-2	-4	2	2	0.8	1	0	0
CCCc1c(C)nc2ccc(OC)cc2c1SCCC(=O)O	-8	-10	-1	0	-14	4.0	-12	-27	4
O=S(=O)(NCc1cccnc1)c1ccc(Cl)cc1	-1	-14	-4	-2	-6	3.5	-8	-58	/
Cc1cc(OCCN2CCOCC2)nc2ccccc12	1	-8	0	-5	-6	-5.9	-1	-2	1
COC(=O)[C@H]1C[C@@H]1[C@H](NC(=O)c1ccccc1)c1ccccc1	5	-14	-2	-2	-6	-7.3	10	2	0
Cc1nn(C(C)C(=O)NC2CCCCCC2)c(=O)c2nn(-c3ccccc3)c(C)c12 (configuration not stated)	2	6	0	0	0	-0.1	-3	6	0
Cc1ccc2c(ccc(=S)n2C)c1	-6	5	-1	-3	-70	-1.1	-8	10	27
CC(C)(C)S(=O)(=O)c1c(C(=O)O)cccc1C(=O)O	12	1	-2	-3	-4	2.1	11	4	0
O=C(CSc1nnc(-c2ccccc2)o1)c1ccc2c(c1)OCCO2	3	-1	-2	-4	16	-2.5	9	3	0
CCc1c(C)nc(SCc2cccnc2)[nH]c1=O	-2	-7	-1	-5	0	2.1	0	13	4
CCOC(=O)N1CCC(n2c(SCC(=O)OCc3ccccc3)nc3ccsc3c2=O)CC1	0	5	2	-1	95	1.1	9	-3	3
CC(=O)Nc1ccc(NC(=O)c2ccccc2N(C)S(=O)(=O)c2ccccc2)cc1	3	-4	-3	-2	3	3.4	3	4	0
O=C(NC1CCS(=O)(=O)C1)Oc1ccc(Cl)cc1 (configuration not stated)	13	1	-5	-3	-3	-1.6	-3	7	4
O=C(CSc1ccccn1)N1CCN(c2ncc(C(F)(F)F)cc2Cl)CC1	4	-6	-4	3	3	5.7	11	-7	4
O=S(=O)(Nc1ccc(S(=O)(=O)N2CCOCC2)cc1)c1ccccc1	9	-2	-4	-4	0	0.4	10	-2	2
Cn1cc(C2CC(c3ccccc3)=NN2C(=O)c2ccccc2)c2ccccc21 (configuration not stated)	0	12	-9	10	1	-0.9	-6	-8	0
COc1ccc(C)cc1NC(=O)CN1CCN(S(=O)(=O)c2ccc(Br)cc2)CC1	7	27	-2	1	6	3.8	9	13	0
CCC(CC)C(=O)Nc1ccc(C(=O)c2ccccc2)cc1	4	2	2	2	-2	0.7	1	12	61*
O=C(Nc1ccc(S(=O)(=O)Nc2ncccn2)cc1)c1nn(Cc2ccccc2)c(=O)c2ccccc12	4	23	5	6	6	-0.9	1	-6	4
O=C(NCCCN1CCOCC1)NC1CCCCC1	0	-5	-4	1	-13	0.7	1	1	0
Cc1cccc(-n2c(N)cc(=O)[nH]c2=S)c1C	3	-2	1	-1	-9	0.3	-1	14	0
Cc1ccsc1/C=C(\C#N)C(=O)NC1CCS(=O)(=O)C1 (configuration not stated)	9	-3	-1	4	17	0.4	7	19	0

Compound profiles, from the list above.
Cc1ccsc1/C=C(\C#N)C(=O)NC1CCS(=O)(=O)C1 (configuration not stated) in the list: procasp3 activ = 9; core dimer inh = -3; PP1 counter = -1; Fh CTSL1 inh = 4; JMJD2C inh = 17; PP5 inh = 0.4; proCasp7 act = 7; VLA-4 inh = 19; GRK2 aptamer HTS = 0
COc1ccc(C(=O)OCC(=O)c2ccccc2)cc1S(=O)(=O)N1CCOCC1 in the list: procasp3 activ = 1; core dimer inh = 0; PP1 counter = 0; Fh CTSL1 inh = -10; JMJD2C inh = 32; PP5 inh = -3.1; proCasp7 act = -5; VLA-4 inh = 12; GRK2 aptamer HTS = 5

Further structures follow.
SMILES	procasp3 activ	core dimer inh	PP1 counter	Fh CTSL1 inh	JMJD2C inh	PP5 inh	proCasp7 act	VLA-4 inh	GRK2 aptamer HTS
C[N+]1(C2CCC3CCC2C3O)CCCC1 (configuration not stated)	5	-4	-6	-1	-1	0.1	-9	17	0
O=C(NCCCn1ccnc1)/C(=C\c1cccnc1)NC(=O)c1ccccc1Br	2	2	0	4	-13	-0.8	-1	11	0
O=C(COC(=O)Cc1ccc(F)cc1)NC(=O)NC1CCCC1	-1	/	-4	/	-4	-2.7	7	-1	0
O=C(CN1CCCCC1)N1CCc2ccccc21	1	4	-2	-2	0	2.4	7	3	0
CCCCNS(=O)(=O)c1ccc2nc(SCC(=O)Nc3sccc3C#N)[nH]c2c1	2	17	3	-6	-9	7.4	-5	0	6
Cc1cc(C(=O)CC#N)c(C)n1-c1c(C)n(C)n(-c2ccccc2)c1=O	-1	1	3	-3	-3	2.7	7	-1	3
CC(C)CC(=O)N=C1SC2CS(=O)(=O)CC2N1Cc1ccccc1 (configuration not stated)	7	3	-1	-1	6	2.8	10	-4	0
Cc1c(CCOC(=O)CC23CC4CC(CC(C)(C4)C2)C3)sc[n+]1CC(=O)c1ccccc1	2	-8	13	3	-1	2.7	9	11	0
O=C(Nc1cc(Cl)ccc1-n1cncn1)c1cc(S(=O)(=O)N2CCOCC2)ccc1F	7	2	-4	6	-9	0.7	6	6	0
O=C(COC(=O)c1ccc([N+](=O)[O-])s1)NCc1ccc(F)cc1	-3	-3	-1	80*	3	3.3	-4	12	0
CSc1nc2ccc(S(=O)(=O)N3CCCCC3)cc2s1	-1	5	-2	-2	15	-0.5	-1	0	1
COc1ccc(S(=O)(=O)c2c(O)c3ccc(C(=O)Nc4ccccc4)cc3[nH]c2=O)cc1	0	4	-2	3	48	-1.6	-4	10	0
Cc1ccc(C(=O)O/N=C(\N)c2ccc(C(F)(F)F)cn2)cc1	-4	-1	0	1	5	3.5	-1	-2	0
COc1ccc(CCNC(=O)c2cc(-c3ccccc3)on2)cc1OC	5	0	-1	4	3	-1.2	11	27	0
O=C(COc1ccccc1Cl)Nc1ccc(CN2CCCCC2)cc1	0	-3	-5	-3	6	-1.0	2	11	0
O=C(CCS(=O)(=O)c1ccccc1)Nc1nnc(C(F)(F)F)s1	8	-12	2	-2	1	1.2	7	-6	25
COc1ccc(OCCCC(=O)ON=C(N)c2ccccc2C)cc1	-5	/	-6	/	6	-2.0	11	-5	1
CC(C)CC1Nc2ccc(C(=O)NCCCN3CCCCC3C)cc2NC1=O (configuration not stated)	5	-1	-4	2	-9	0.4	0	15	0
COc1ccc([N+](=O)[O-])cc1NC(=O)Cn1ccsc1=N	2	-4	0	-4	3	1.2	-4	14	0
CC(Sc1nc2c(c(=O)n(C)c(=O)n2C)n1Cc1cc2c(cc1Cl)OCO2)C(=O)O (configuration not stated)	-2	-2	2	-3	-1	-2.1	-4	7	0
CC(C)CCn1cnc2c(oc3nc4c(cc32)CCCC4)c1=O	-8	2	-5	-5	9	2.2	0	7	0
O=C(c1cc2ccccc2c(=O)o1)N1CCCCCC1	1	-5	-2	-1	6	1.8	-8	-3	2
